Tb PFK inh = inhibitors of T. brucei phosphofructokinase | O15648 | T. brucei PFK, ADP-Glo luminescence | Potency, µM (series often up to 57.5 µM), without a hit: at the top dose activity, negative = inhibition, hits mostly inhibitors | 330,000 compounds, 0.17% hits | AID 485367;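 note: potency is the fitted concentration of half-maximal effect; 0% = uninhibited 1x PFK enzyme wells and -100% = no-enzyme wells; nearly all actives have a fitted effect of over 60% in size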
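ADP-Glo luminescence quantified ADP after 45 min at room temperature, with 1.25 nM T. brucei PFK, 0.1 mM ATP and 0.5 mM fructose-6-phosphate in pH 8.0 TEA buffer. qHTS titrations up to 57 µM; curves classified by quality.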
TSHR antagonist = antagonists of human thyroid stimulating hormone receptor; AID 504810; 330,000 compounds, 0.2% hits; P16473; TSHR-expressing cells, TSH-stimulated cAMP HTRF, 2 h; hits give low values; activity change, negative = inhibition, % at 11.5 µM;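 active = activity change below a set negative limit, meaning inhibition stronger than a set level, cut at about -70% in these data; inconclusive = activity change between two set negative limits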; note: % is set by controls: 0 for no effect and ±100 for the full control effect
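Read-out is FRET at 665 nm (cryptate excitation 337 nm) from a cryptate-tagged anti-cAMP antibody, competed by cell cAMP against cAMP-d2. Compounds are tested on freshly harvested TSHR cells challenged with 4nM TSH (EC80) for 2 hours at 37 deg C.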
CXXC DNA block = inhibitors of human MLL CXXC domain-DNA interaction. 290,000 compounds, 0.037% hits. MLL-CXXC / FITC-HOXA9 DNA fluorescence polarization. Potency, µM (highest dose often 115 µM), inactives show at the top dose activity change, negative = inhibition, actives largely listed as inhibitors; active = well fitted inhibition curve with a large enough effect in the polarisation, with a control signal flat, not every such curve was filed as active; inconclusive = small, poorly fitted or top-dose-only effect, or effect the other way, or a change in a side signal; inactive = no such curve, though single readings can be large or run the other way; the % refers to the polarisation; note: potency is the fitted concentration of half-maximal effect
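Fluorescence polarization: 7 uM MLL-CXXC (stock) preincubated 5 min with compounds, then 50 nM fluorescein-HOX-A9 DNA (stock) added; 30 min ambient. Buffer 50 mM Tris-HCl pH 7.5, 50 mM NaCl, 1 mM DTT, 0.05% BSA.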
Giardia kill = kills Giardia lamblia | Giardia lamblia trophozoite viability | activity change, % at 7.66 µM, hits read low | 340,000 compounds, 0.15% hits | AID 540267; in the data active = activity change below about -80%; inconclusive = between about -30% and that limit;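 note: parasites exposed to compound for two days anaerobically before the ATP read; % is set by controls: 0 for no effect and ±100 for the full control effect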
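ATP-content bioluminescence gauges trophozoite survival. Cells (100/well) receive compound and incubate anaerobically for 48 hrs at 37 deg C; detection reagent follows for 15-30 min at room temperature.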
GALK inh = blocks human galactokinase activity; Potency, µM (top dose mostly 57.5 µM), without a hit: top-dose activity change, negative = inhibition, most hits filed as inhibitors; P51570; AID 1868; 270,000 compounds, 0.007% hits; Purified GALK, Kinase-Glo residual ATP luminescence; note: potency is the fitted concentration of half-maximal effect; % is set by controls: 0 for no effect and ±100 for the full control effect
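Luminescence from leftover ATP (Ultra-Glo luciferase/luciferin) served as read-out after a 1 h room-temperature reaction of 5 nM GALK with 35 uM ATP and 100 uM galactose.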
TCR act = T cell receptor activation; primary human leukocytes, anti-CD3, IL-2 HTRF, 48 h; Potency, µM (top dose mostly 9.22 µM), for the others: top-dose activation of IL-2 secretion, hits mostly activators; 330,000 tested, under 10 active; AID 504894; note: % of control where 0% means no effect
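Primary human leukocytes incubated 48 hr with anti-CD3 beads plus compound, without co-stimulation. Secreted IL-2 measured by HTRF (europium cryptate/d2 anti-IL-2 pair, 320 nm excitation, 665 nm emission).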
hERG WT inh = inhibitors of human wildtype KCNH2 potassium channel; Q12809; U2OS, BacMam KCNH2, thallium flux FluxOr; hits give low values; activity change, % at 1.84 µM; 340,000 compounds, 0.37% hits;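 active = maximum activity change below -70%; inconclusive = maximum activity change between -70% and -50%; inactive = maximum activity change above -50%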; note: % is set by controls: 0 for no effect and ±100 for the full control effect
Target sequence (Q12809 whole entry, looked up): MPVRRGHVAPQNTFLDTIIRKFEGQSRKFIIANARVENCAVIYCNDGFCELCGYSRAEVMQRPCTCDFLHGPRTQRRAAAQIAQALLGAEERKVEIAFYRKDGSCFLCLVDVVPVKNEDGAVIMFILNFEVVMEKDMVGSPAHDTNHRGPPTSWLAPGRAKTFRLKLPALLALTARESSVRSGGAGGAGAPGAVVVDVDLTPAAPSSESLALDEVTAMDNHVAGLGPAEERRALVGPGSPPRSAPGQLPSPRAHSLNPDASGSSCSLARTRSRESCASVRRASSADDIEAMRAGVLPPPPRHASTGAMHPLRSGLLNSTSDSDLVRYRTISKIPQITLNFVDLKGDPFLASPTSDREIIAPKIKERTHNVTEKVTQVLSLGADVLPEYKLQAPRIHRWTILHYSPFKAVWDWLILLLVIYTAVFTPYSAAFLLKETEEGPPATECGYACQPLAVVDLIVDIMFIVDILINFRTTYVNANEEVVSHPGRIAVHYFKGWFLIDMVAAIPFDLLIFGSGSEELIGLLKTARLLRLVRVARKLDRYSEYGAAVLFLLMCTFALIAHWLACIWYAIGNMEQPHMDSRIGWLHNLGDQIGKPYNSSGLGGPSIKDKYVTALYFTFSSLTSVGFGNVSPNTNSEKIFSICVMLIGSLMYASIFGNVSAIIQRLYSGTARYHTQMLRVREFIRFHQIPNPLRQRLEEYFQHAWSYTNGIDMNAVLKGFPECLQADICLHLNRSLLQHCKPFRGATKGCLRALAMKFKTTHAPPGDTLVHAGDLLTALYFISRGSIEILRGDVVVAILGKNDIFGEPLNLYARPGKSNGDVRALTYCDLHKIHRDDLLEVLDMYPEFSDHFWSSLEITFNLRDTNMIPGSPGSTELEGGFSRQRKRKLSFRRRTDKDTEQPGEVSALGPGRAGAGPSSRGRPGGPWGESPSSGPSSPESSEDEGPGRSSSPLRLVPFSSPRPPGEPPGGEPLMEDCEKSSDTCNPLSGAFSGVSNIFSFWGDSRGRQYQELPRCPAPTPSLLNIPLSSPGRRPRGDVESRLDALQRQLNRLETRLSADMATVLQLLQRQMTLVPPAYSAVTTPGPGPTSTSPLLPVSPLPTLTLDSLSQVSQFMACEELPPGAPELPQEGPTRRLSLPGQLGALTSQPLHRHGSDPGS
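U2OS cells were transduced with wild-type KCNH2 virus (2.03 x 10^8 / mL) for 4 h at room temperature, then cultured overnight at 37 C. Thallium flux was read with FluxOr dye. Rate constants were normalized to DMSO controls.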
Coupling enz = counter-screen for Giardia aldolase inhibitors: coupling enzyme system; coupling enzyme system counterscreen, AmpLite Red fluorescence; activity change, negative = inhibition, % at 58.2 µM, hits read low; 290,000 compounds, 0.67% hits; in the data active = activity change below about -30%; note: % is set by controls: 0 for no effect and ±100 for the full control effect
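Coupling enzymes only (glyceraldehyde-3-phosphate) + compound, at 57.5 uM final, 10 min RT; add substrate/coupling/AmpLite Red mix, 20 min RT; fluorescence ex 525/em 598 nm. Actives flag coupling-system interference.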
AT treatment = potential ataxia-telangiectasia treatment | […] A-T fibroblasts, KAP-1 phosphorylation AlphaLISA; neocarzinostatin DNA damage 30 min before lysis | Potency, µM (doses to about 57.5 µM), without a hit: at the highest dose activation, actives largely listed as activators | 320,000 compounds, 0.19% hits; note: potency is the fitted concentration of half-maximal effect; % of control where 0% means no effect; nearly all actives have a fitted effect of over 45% in size
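hTERT-immortalized A-T patient fibroblasts ([…]), 500 cells/well in OPTI-MEM, 1% FBS, got compounds for 60 min, then NCS for 30 min at 37C. Lysates were then assayed for phospho-KAP-1 by AlphaLISA (anti-pKAP1 donor, anti-KAP1 acceptor beads), 6 hr at 25C.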
BCR signal inh = blocks chronic active B-cell receptor signaling; ABC-DLBCL IkBa-CBG/CBR reporter, luminescence ratio, 4 h; AID 493014; Potency, µM (series often up to 46.1 µM), for inactives: at the highest dose ratio change, negative = lower green/red ratio, hits mostly inhibitors; 340,000 compounds, 0.05% hits; active = well fitted inhibition curve with a large enough effect in the signal ratio, with a control signal flat, not every such curve was filed as active; inconclusive = small, poorly fitted or top-dose-only effect, or effect the other way, or a change in a side signal; the % refers to the signal ratio;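 note: potency is the fitted concentration of half-maximal effect; plate controls were basal doxycycline-induced cells for no effect and cells given 10 µM MG132 for full effect; MG132 reads +100%, hits lower the ratio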
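Concentration-response series (up to 46 uM) were applied to TMD8 dual-reporter cells for 4 h at 37C with doxycycline. Green/red ratio, after filter-overlap correction, defined %Activity; red signal alone was normalised to basal cells and zero luminescence.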
Numbers without * were called inactive; i = inactive; ? = inconclusive; nt = not tested or not shown; & = joins results of further samples; [ ] = dose if it differs, or a comment. Unless noted, calls come from the whole dose curve; as a rule, active = well fitted curve in the direction sought with a large enough effect; inconclusive = small, poorly fitted or top-dose-only effect, or another doubt; inactive = no such curve, though single readings can be large; an effect the other way counts as inactive or inconclusive.

SMILES	Tb PFK inh	TSHR antagonist	CXXC DNA block	Giardia kill	GALK inh	TCR act	hERG WT inh	Coupling enz	AT treatment	BCR signal inh
Nc1ccccc1C(=O)NCc1ccco1	-8%	12	-2%	10	-1%	7%	-2	0	4%	2%
O=C(CN1C(=O)COc2ccc(S(=O)(=O)N3CCCCC3)cc21)NCc1ccc(Cl)cc1	-2%	-5	0%	7	7%	-1%	-3	5	5%	7%
Cc1nnc(CN(C)C(=O)CC2C(=O)NCCN2Cc2ccccc2C)o1 (configuration not stated)	2%	-1	-4%	0	-2%	-5%	0	-1	-3%	-8%
N#Cc1cccc(S(=O)(=O)Nc2c(NC3CCCCC3)c3ccccc3oc2=O)c1	7%	-8	5%	6	6%	-4%	-13	nt	1%	?
Cc1nnc(NC(=O)c2c(-c3ccccc3Cl)noc2C)s1	3%	-9	-8%	-12	1%	4%	1	-1	2%	1%
O=C(COc1ccccc1F)Nc1ccc(S(=O)(=O)N2CCCC2)cc1	?	-14	nt	-10	nt	-2%	-6	nt	7%	-3%
Cc1cccc(OC2(c3ccccc3)OC(=O)c3ccccc32)c1C (configuration not stated)	3%	-5	7%	17	0%	nt	-15	4	4%	12%
O=C(NCCc1c[nH]c2ccccc12)C(=O)NCC(c1ccco1)N1CCN(c2ccc(F)cc2)CC1 (configuration not stated)	2%	16	20%	2	0%	1%[46.1 µM]	6	-2	3%	-3%
CC(=O)NC(CC(=O)Nc1nc(-c2ccc(N(C)S(C)(=O)=O)cc2)cs1)c1ccccc1 (configuration not stated)	-1%	0	-2%	-9	-2%	-4%	-1	-3	-8%	0%
COC(=O)c1cc(-c2ccc(F)cc2)n(-c2ccccc2)n1	-11%	0	2%	11	2%	-8%	0	-1	11%	-1%
O=S(=O)(c1ccccc1)c1nc(Cc2ccccc2)oc1N1CCOCC1	-11%	-6	0%	4	7%	0%	-8	2	2%	1%
O=C(COc1cc(=O)n2c(n1)SCCC2)c1ccccc1	-1%	13	1%	-11	-3%	-19%	8	3	-1%	3%
CN(c1ccc(C(=O)N2CCN(Cc3ccccc3)CC2)cc1)S(=O)(=O)c1ccccc1	1%	-7	7%	-7	9%	2%	25	0	-6%	?
COc1ccc(NC(=S)NCCc2ccc(Cl)cc2)c(OC)c1	-7%	-4	4%	10	-2%	3%	2	1	-7%	0%
O=c1[nH]c(C2CCN(S(=O)(=O)c3ccc([N+](=O)[O-])cc3)CC2)nc2c1nnn2Cc1ccccc1	-1%	2	27%	-9	3%	-1%	14	1	-8%	2%
O=C1CCNCCN1[C@H](CO)c1ccccc1	-3%	-8	-10%	3	nt	0%	-17	2	8%	-9%
O=C(CSc1cn(CCNC(=O)c2ccccc2F)c2ccccc12)NCC1CCCO1 (configuration not stated)	-4%	-5	7%	-2	5%	-5%	4	0	0%	-5%
CC1CCCCN1S(=O)(=O)c1ccc2c(c1)CCN2C(=O)C1CCC1 (configuration not stated)	0%	-3	1%	4	-3%	7%	1	0	15%	4%
c1cnn(-c2cc(N3CCOCC3)ncn2)c1	-1%	-1	-2%	-11	2%	-5%	-7	3	-11%	0%
C[C@H](CO)N1C[C@H](C)[C@@H](CN(C)S(=O)(=O)c2ccccc2)Oc2ccc(NC(=O)CCC(F)(F)F)cc2C1=O	6%	1	nt	-29	nt	0%	-9	nt	4%	?
Cc1ccc(-n2nc3c(=O)n(CCCC(=O)NCCc4ccccc4)nc(C)c3c2C)cc1	-2%	-10	15%	10	1%	4%	-1	nt	-3%	0%
COC(=O)CC1C(=O)NCCN1C(=S)Nc1ccc(F)cc1 (configuration not stated)	12%	-5	0%	25	1%	-2%	7	1	5%	-2%
Cc1nc(=O)c(-c2ccccc2)c(C)n1-c1ccc(C(=O)O)cc1	0%	9	-4%	5	3%	-4%	-40	4	3%	-1%
CC12CCC(C(=O)Nc3nccs3)(OC1=O)C2(C)C (configuration not stated)	-1%	5	-4%	11	nt	2%	1	-1	-5%	-1%
COc1cccc2cc(C(=O)N3CCCCC3C)c(=O)oc12 (configuration not stated)	3%	6	-7%	-22	-4%	3%[46.1 µM]	11	0	0%	?

Further entries
SMILES	Tb PFK inh	TSHR antagonist	CXXC DNA block	Giardia kill	GALK inh	TCR act	hERG WT inh	Coupling enz	AT treatment	BCR signal inh
O=C(C1CCN(S(=O)(=O)Cc2ccccc2)CC1)N1CCCc2ccccc21	-2%	-3	16%	-12	-1%	-18%	1	6	4%	6%
COc1cc([N+](=O)[O-])cc(/C=N/NC(=O)c2cncc(Br)c2)c1O	1%	-15	14%	9	5%	0%	5	8	2%	?
CC(C)(C)c1cc(NC(=O)c2ccco2)n(-c2ccccc2)n1	12%	6	5%	5	2%	9%	12	5	3%	-4%
Cc1cc(C)n2nc(CNS(=O)(=O)c3ccc([N+](=O)[O-])cc3)nc2n1	-1%	3	-3%	1	8%	4%	-3	nt	3%	-2%
Cc1cccc(C)c1NC(=O)N1CCC(c2nc3ccccc3o2)CC1	0%	-2	-5%	-13	2%	nt	17	2	3%	-4%
CCc1nc2ccc(C(=O)NCCc3ccc(OC)c(OC)c3)cc2nc1CC	5%	-5	6%	-10	-3%	11%	3	0	8%	2%&19%
COc1cccc(NC(=O)COC(=O)Cn2c(C)csc2=O)c1	-2%	-2	nt	2	nt	-31%	3	nt	3%	2%
COc1ccc(C(=O)NC2CCN(C(=S)NCCc3ccccc3)CC2)cc1	-4%	18	3%	-4	2%	-8%	i	5	2%	-19%
COc1cc(C(=O)Nc2ccc(C)cc2C(NCC(=O)NN)c2ccccc2)cc(OC)c1OC (configuration not stated)	5%	1	7%	?	-2%	-2%	-6	0	20%	-17%
O=Cc1ccc(OCC(=O)NCC2CCCO2)cc1 (configuration not stated)	-1%	13	4%	-1	6%	3%	-12	0	5%	-6%
COc1ccc(CNC(=O)C[C@H]2C(=O)N(Cc3ccccc3)C[C@@H]2Cc2ccccc2)cc1	0%	-4	5%	32[activator]	nt	-4%	-12	1	0%	4%
CC(C)CNC(=O)CN(C)S(=O)(=O)c1ccc(F)cc1	1%	-1	-3%	1	nt	1%[46.1 µM]	1	1	5%	3%
O=c1[nH]c(Nc2ccc3c(c2)OCCO3)nnc1Cc1ccc(Cl)cc1	6%	1	1%	-9	9%	8%	-21	0	-10%	0%
CCn1c(SCC(=O)NCc2ccccc2)nc2nc3c(cc2c1=O)CCCC3	0%	-10	-10%	12	1%	-1%	10	-1	3%	2%
O=C(NCc1ccccc1)/C(=N\O)c1ccccc1	1%	-13	12%	8	-1%	6%	2	4	-1%	2%
C=CCC(C(=O)Oc1c(C(C)(C)C)cc(C)cc1C(C)(C)C)c1ccccc1 (configuration not stated)	-1%	-10	nt	-20	nt	-4%	8	nt	6%	5%
CC(C)C(O)(CC#CCN1CCCC1)c1ccccc1 (configuration not stated)	-4%	10	9%	-6	8%	4%	2	-2	-2%	1%
CC1CCCN(S(=O)(=O)CCNC(=O)c2ccccc2)C1 (configuration not stated)	7%	5	nt	-7	nt	-2%	15	nt	-6%	?
O=C(Nc1nc(-c2cccs2)c(C(=O)C(F)(F)F)s1)c1ccco1	-1%	-15	4%	7	2%	8%	0	13	3%	23%
Cc1ccc(F)cc1NC(=O)CN1CCN(c2ccccn2)CC1	0%	-4	8%	-9	-1%	-1%	-16	0	3%	-7%
Cn1cc(CN2CCCC(CO)(Cc3ccccc3)C2)c2ccccc21 (configuration not stated)	0%	-7	3%	0	2%	2%	3	4	0%	-13%
CC1=C(C(=O)Nc2ccccc2F)C(c2ccsc2)C2=C(CC(C)(C)CC2=O)N1 (configuration not stated)	-3%	-13	-9%	?	nt	6%[46.1 µM]	12	5	17%	?
O=C(c1ccc(F)cc1)N1CCCC(C(=O)N2CCCCC2)C1 (configuration not stated)	0%	6	-5%	-5	-5%	-2%	-10	nt	26%	0%
COc1ccc(CCNC(=O)Cc2c(Cl)cccc2Cl)cc1	?	-6	-1%	-3	1%	1%	-9	-1	1%	-2%
O=C(O)CCc1nc(-c2ccccc2Cl)no1	-5%	6	-2%	5	3%	0%	-5	-1	-3%	?
CCN1/C(=C/C=C/c2oc3ccc(-c4ccccc4)cc3[n+]2CC)Oc2ccc(-c3ccccc3)cc21	?	-7	?	-20	1%	1%	-96*	-1	20%	?
O=C(NCc1ccccc1CN1CCCC1)c1cccc(S(=O)(=O)N2CCCC2)c1	-4%	3	nt	?	nt	nt	6	nt	9%	1%
C=CCn1c(SCc2nc3ccccc3[nH]2)nnc1-c1cccc(OC)c1	0%	-14	4%	-8	-1%	1%	2	-2	-1%	0%
CCOC(=O)N1CCN(C(=O)Cc2ccc(-n3c(=S)[nH]c4ccccc4c3=O)cc2)CC1	0%	4	-1%	-10	-1%	3%	1	2	0%	0%

Outcome played no part in choosing rows. Share with any hit: about 1.6%.
